From PubChem
TRPML3 ag – agonists of human TRPML3 channel | AID 1448 | activation, % at 3 µM | Q8TDD5 | hit rate 0.29% among 220,000 | HEK293 TRPML3-YFP, Fluo-8 calcium fluorescence; 100% = the carbachol control signal;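 active = activation above its plate's cutoff, the mean activation of the plate's test wells plus 3 SD, cut at about 12% in these data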;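 also: 0% = DMSO only wells and 100% = carbachol wells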
Target sequence (Q8TDD5 whole entry, looked up): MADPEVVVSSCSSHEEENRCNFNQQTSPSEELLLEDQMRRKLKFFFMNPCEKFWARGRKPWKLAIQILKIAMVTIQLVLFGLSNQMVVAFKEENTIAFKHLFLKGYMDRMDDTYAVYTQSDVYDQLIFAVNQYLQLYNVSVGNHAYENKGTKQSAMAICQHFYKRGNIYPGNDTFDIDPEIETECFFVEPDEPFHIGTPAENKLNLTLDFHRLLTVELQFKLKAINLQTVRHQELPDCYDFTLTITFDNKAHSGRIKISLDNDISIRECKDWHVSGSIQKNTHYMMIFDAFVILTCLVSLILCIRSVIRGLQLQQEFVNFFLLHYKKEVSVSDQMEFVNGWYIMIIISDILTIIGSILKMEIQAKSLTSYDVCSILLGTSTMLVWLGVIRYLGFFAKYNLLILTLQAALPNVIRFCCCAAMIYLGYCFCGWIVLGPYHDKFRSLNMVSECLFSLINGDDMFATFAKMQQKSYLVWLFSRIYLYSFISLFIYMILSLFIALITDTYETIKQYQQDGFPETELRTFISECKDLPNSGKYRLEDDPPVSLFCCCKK
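Test system: HEK293 cells stably carrying human TRPML3-YFP; Doses: single dose, 3 µM final nominal compound, 0.3% DMSO final; Schedule: dye loading 1 h 37 °C then 30 min ambient, 125 s read; Technique: Fluo-8 calcium fluorescence; Benchmarks: high control carbachol 87 µM, low control DMSO.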
m-calpain inh – blocks pig calpain II enzyme activity; purified calpain II, fluorogenic peptide substrate, 30 min; inhibition, % at 16 µM; hit rate 0.37% among 220,000;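 active = inhibition above about 50%, limit read from the data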
Cl transport mod – KCC2 (human) Cl- transport modulation | B-score of Tl+ flux slope (higher = more flux/activation; lower = inhibition) at 10 µM | hit rate 2.2% among 190,000 | AID 1456 | Q9H2X9 | KCC2 cells, thallium flux FluoZin-2 fluorescence;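 active = thallium flux slope and its plate-corrected score both differing from the plate sample mean at a set confidence after two filtering rounds, in either direction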;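 also: slope of fluorescence scaled to starting intensity during 10 to 20 s after thallium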
Furin inh – human furin inhibition. hit rate 0.061% among 220,000. inhibition, % at 30 µM. AID 463115. purified furin, fluorogenic substrate cleavage. P09958; in the data active = inhibition above about 25%; also: inactives centre near -15
TRPN1 ag – activates the zebrafish TRPN1 channel | HEK293 zebrafish TRPN1-YFP, Fluo-8 calcium fluorescence; 100% = response to 87 µM carbachol | activation, % at 3 µM | hit rate 0.18% among 220,000 | AID 1424;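 active = activation above its plate's cutoff, the mean activation of test wells on that plate plus 3 SD, cut at about 19% in these data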;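 also: 0% = DMSO alone and 100% = 87 µM carbachol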
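Assay system: Zebrafish TRPN1-YFP in HEK293 cells | Incubation: Dye loading 1 h at 37 °C, then 30 min room temperature | Measured by: Kinetic Fluo-8 fluorescence, ex 470-495, em 515-575 nm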
EBV gp42 inh – blocks Epstein-Barr virus glycoprotein 42 binding; AID 1085; Fluorescence polarization binding assay, mP read-out; inhibition, % (tested at 21.74 µM); hit rate 0.42% among 220,000; Q1HVG2; in the data active = inhibition above about 50%
Target sequence (Q1HVG2 whole entry, looked up): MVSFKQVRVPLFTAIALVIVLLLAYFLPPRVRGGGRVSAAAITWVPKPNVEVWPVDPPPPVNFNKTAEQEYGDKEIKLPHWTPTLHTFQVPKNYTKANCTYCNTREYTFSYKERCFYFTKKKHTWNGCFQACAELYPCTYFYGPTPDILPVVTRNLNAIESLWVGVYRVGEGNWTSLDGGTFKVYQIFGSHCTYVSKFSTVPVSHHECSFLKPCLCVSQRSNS
PPC-1+TRAIL kill – kills PPC-1 cancer cells in the presence of TRAIL. PPC-1 cells + TRAIL, ATPLite viability luminescence. cell killing (% activity), % at 4 µM. hit rate 0.41% among 220,000. AID 1443;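 active = cell killing above 50% in the first pass at 4 µM, then a duplicate retest at 5 µM averaging 50% or more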;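 also: plate controls were cells with TRAIL plus DMSO for no effect and medium-only wells lacking cells for full effect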
Tb hexokinase – blocks Trypanosoma brucei hexokinase 1 activity; recombinant TbHK1, G6PDH-coupled NADH A340; inhibition, % at 10 µM; hit rate 0.11% among 220,000;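 active = inhibition of 50% or more in the single-dose primary screen; inactive = inhibition below 50%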
Thrombin inh – inhibitors of human thrombin. P00734. alpha-thrombin, Boc-VPR-AMC fluorogenic substrate cleavage. inhibition, % at 5 µM. hit rate 0.26% among 220,000;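 active = inhibition at or above 40%; inactive = inhibition below 40%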;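 also: 0% = enzyme with no compound and 100% = wells without enzyme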
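Assay system: human alpha-thrombin enzyme. Reagent: Boc-VPR-AMC substrate, 15 µM final. Compound dosing: one concentration per compound, 5 µM, with 0.2% DMSO. Incubation: room-temperature reaction. Technique: AMC fluorescence, 355/460 nm. Measure: % inhibition relative to enzyme controls and enzyme-free blanks.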
* hit, by the source's call; i = inactive; x = no result given; [ ] = remark or other dose.

1) CCN1CCN(Cc2ccc(NC(=O)c3cc(NC(=O)c4cnn(-c5ccccc5)c4N)cc(OC)c3)cc2C(F)(F)F)CC1
2) Cc1cc(C)n(CC(C)NCc2c(C(=O)N3CCOCC3)nc3c(C)cccn23)n1 (centres undefined)
3) CCC(=O)N1CC(C)C(=O)Nc2ccccc21 (centres undefined)
4) Cc1ccc2c(CN3CCN(Cc4ccc5c(c4)OCO5)CC3)cc(=O)oc2c1C
5) O=C(COC(=O)c1ccc(Br)o1)NCC1CCCO1 (centres undefined)
6) CCCCNc1nc(CC(C)=O)ns1
7) CN(CCCNC(=O)C1CCCN(S(=O)(=O)c2cnc[nH]2)C1)c1ccccc1 (centres undefined)
8) Cc1ccc(-n2ncc3c(SCC(=O)NNC(=O)c4ccco4)ncnc32)cc1
9) CCOc1ccc(N2C(=O)CC(N3CCN(c4ccc(C(=O)c5ccncc5)cc4)CC3)C2=O)cc1 (centres undefined)
10) CCOC(=O)N1CCN(C(=O)Cn2ccc3ccccc3c2=O)CC1

| entry no. | 1 | 2 | 3 | 4 | 5 | 6 | 7 | 8 | 9 | 10 |
| --- | --- | --- | --- | --- | --- | --- | --- | --- | --- | --- |
| TRPML3 ag | x | 0.9 | 0.7 | 1.2 | -0.1 | 0.9 | 0.1 | 0.7 | 1.2 | 0.1 |
| m-calpain inh | -44 | -52 | 9 | 25 | -1 | -9 | -11 | 2 | x | -22 |
| Cl transport mod | -0.36 | 0.1 | 1 | x | 0.043 | 0.16 | 0.51 | 37* | 0.81 | -0.0091 |
| Furin inh | -11 | -18 | -22 | -29 | -17[20 µM] | -14[20 µM] | -20 | -20 | -10[20 µM] | -22 |
| TRPN1 ag | x | 0.1 | -0.1 | 0.7 | -1.0 | -0.1 | 0.3 | 0.6 | 0.8 | 1.5 |
| EBV gp42 inh | -15 | -7 | 1 | -18 | -6 | -9 | -26 | -16 | x | -16 |
| PPC-1+TRAIL kill | -18 | 6 | 9 | -6 | 2 | 21 | 11 | 45 | x | -6 |
| Tb hexokinase | 3 | -7 | 8 | -14 | 6 | -6 | 6 | -1 | -4 | -7 |
| Thrombin inh | -1 | -4 | -6 | 1 | -8 | -2 | -3 | 0 | x | 2 |

11) COc1ccc2[nH]c3c(Cl)ncnc3c2c1
12) COCCCNC(=S)N1CCN(c2ccccc2)CC1
13) CS(=O)(=O)c1ccc2nc(NC(=O)c3cccs3)sc2c1
14) N#Cc1cnn2ccc(-c3ccc4c(c3)CCC4)nc12
15) CNCCCOc1cccc(Oc2ccccc2)c1
16) CC(C)(C)OC(=O)NNC(=O)NC12CC3CC(CC(C3)C1)C2
17) FC(F)(F)c1cc(N2CCNCC2)c2ccccc2n1
18) COc1ccc(NC(=O)C23CC4CC(C2)CC(n2cnc(Br)n2)(C4)C3)cc1OC
19) Cc1ccccc1C(=O)NC(CC(C)C)C(=O)Nc1ccc(F)c([N+](=O)[O-])c1 (centres undefined)
20) O=C(NCc1ccco1)c1ccc(COc2ccccc2Cl)cc1

| entry no. | 11 | 12 | 13 | 14 | 15 | 16 | 17 | 18 | 19 | 20 |
| --- | --- | --- | --- | --- | --- | --- | --- | --- | --- | --- |
| TRPML3 ag | -0.4 | 0.9 | 0.1 | -0.7 | 0.6 | 1.1 | 0.4 | -0.1 | -0.6 | -0.8 |
| m-calpain inh | -8 | -8 | 7 | i | 35 | -31 | 8 | -45 | 11 | 12 |
| Cl transport mod | -1.4 | 0.95 | x | -0.78 | 0.088 | x | 0.61 | -0.092 | 0.36 | -1.5 |
| Furin inh | -9 | -14 | -5[20 µM] | -29 | -21 | -24 | -14 | -19[20 µM] | -15 | 5[20 µM] |
| TRPN1 ag | -1.3 | 2.1 | 1.0 | -3.5 | 3.0 | 1.0 | 1.9 | 0.3 | -2.9 | -0.6 |
| EBV gp42 inh | 5 | -12 | -12 | -20 | -20 | -5 | -7 | 3 | -14 | -31 |
| PPC-1+TRAIL kill | 13 | 3 | 75*[5 µM] | 10 | 17 | 0 | 11 | 17 | 25 | 10 |
| Tb hexokinase | 4 | -4 | -68 | -13 | 14 | 2 | -21 | 2 | -8 | 9 |
| Thrombin inh | 12 | -1 | -4 | -13 | -2 | 0 | -4 | -10 | -5 | 6 |

4 neighbouring compounds out of the list so far:
11) COc1ccc2[nH]c3c(Cl)ncnc3c2c1
12) COCCCNC(=S)N1CCN(c2ccccc2)CC1
13) CS(=O)(=O)c1ccc2nc(NC(=O)c3cccs3)sc2c1
14) N#Cc1cnn2ccc(-c3ccc4c(c3)CCC4)nc12

| entry no. | 11 | 12 | 13 | 14 |
| --- | --- | --- | --- | --- |
| TRPML3 ag | -0.4 | 0.9 | 0.1 | -0.7 |
| m-calpain inh | -8 | -8 | 7 | i |
| Cl transport mod | -1.4 | 0.95 | x | -0.78 |
| Furin inh | -9 | -14 | -5[20 µM] | -29 |
| TRPN1 ag | -1.3 | 2.1 | 1.0 | -3.5 |
| EBV gp42 inh | 5 | -12 | -12 | -20 |
| PPC-1+TRAIL kill | 13 | 3 | 75*[5 µM] | 10 |
| Tb hexokinase | 4 | -4 | -68 | -13 |
| Thrombin inh | 12 | -1 | -4 | -13 |

Continued.
21) CCOc1ccc(NC(=O)CC)cc1
22) COc1ccc(C)cc1NC(=O)CN(C)S(=O)(=O)c1cc(C)ccc1OC
23) COc1ccc(N(CC(=O)Nc2cc(C)on2)S(=O)(=O)c2cc(C)ccc2C)cc1
24) CC(=O)OCc1cc2cc(C)ccc2[nH]c1=O
25) C/C(=N\NC(=O)C1(C)CC1(Br)Br)c1cccc(NC(=O)C(C)(C)C)c1 (centres undefined)

| entry no. | 21 | 22 | 23 | 24 | 25 |
| --- | --- | --- | --- | --- | --- |
| TRPML3 ag | 0.2 | -1.1 | -0.1 | 0.5 | 0.1 |
| m-calpain inh | -12 | 17 | 19 | -8 | 0 |
| Cl transport mod | -0.019 | -1.4 | -0.49 | 0.68 | -0.21 |
| Furin inh | -30 | -20 | -20 | -24 | -23 |
| TRPN1 ag | 0.0 | -1.5 | -0.6 | 0.1 | -0.5 |
| EBV gp42 inh | -5 | -10 | -1 | -21 | -5 |
| PPC-1+TRAIL kill | 24 | 14 | -8 | 38 | 43 |
| Tb hexokinase | -13 | -4 | -2 | -18 | 42 |
| Thrombin inh | -5 | 0 | 3 | 2 | -3 |

Three compounds from above, ordered by molecular weight, smallest number first:
24) CC(=O)OCc1cc2cc(C)ccc2[nH]c1=O
20) O=C(NCc1ccco1)c1ccc(COc2ccccc2Cl)cc1
25) C/C(=N\NC(=O)C1(C)CC1(Br)Br)c1cccc(NC(=O)C(C)(C)C)c1 (centres undefined)

| entry no. | 24 | 20 | 25 |
| --- | --- | --- | --- |
| TRPML3 ag | 0.5 | -0.8 | 0.1 |
| m-calpain inh | -8 | 12 | 0 |
| Cl transport mod | 0.68 | -1.5 | -0.21 |
| Furin inh | -24 | 5[20 µM] | -23 |
| TRPN1 ag | 0.1 | -0.6 | -0.5 |
| EBV gp42 inh | -21 | -31 | -5 |
| PPC-1+TRAIL kill | 38 | 10 | 43 |
| Tb hexokinase | -18 | 9 | 42 |
| Thrombin inh | 2 | 6 | -3 |
